# Screens deposited in PubChem BioAssay by several laboratories.
# NPR1 activator – GC-A (human) enzyme activation; HEK293 GC-A cells, cGMP TR-FRET, EC30 ANP; 0% at EC30 ANP, 100% saturating ANP; activation, % at 10 µM; 0.14% of 370,000 active; AID 1671463; in the data active = activation above about 40%
# DAX1 inh-1 – inhibitors of human orphan nuclear receptor DAX1 (NR0B1); P51843; HEK293 Gal4-DAX1 luciferase reporter, luminescence; inhibition, % at 6.75 µM; 0.99% of 340,000 active; AID 504766;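 active = inhibition above the mean over all tested compounds plus 3 SD, cut at about 4.2% in these data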;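 note: 0% = DAX1-transfected cells with DMSO and 100% = empty-vector control cells with DMSO; inhibition shows as a rise in luminescence from relieved DAX1 repression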
# Target sequence (P51843 207-470 limits assumed): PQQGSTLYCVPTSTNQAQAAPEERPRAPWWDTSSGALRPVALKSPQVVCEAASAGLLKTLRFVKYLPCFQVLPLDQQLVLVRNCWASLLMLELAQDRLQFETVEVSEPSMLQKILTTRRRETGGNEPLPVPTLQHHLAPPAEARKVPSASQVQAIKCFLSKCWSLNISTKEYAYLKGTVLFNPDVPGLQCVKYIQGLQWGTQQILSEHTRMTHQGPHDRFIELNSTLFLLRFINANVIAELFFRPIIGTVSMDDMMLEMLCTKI
# DAX1 inh-2 – DAX1 (NR0B1) inhibition, primary screen; HEK293T StAR-luciferase reporter, SF-1/DAX-1 repression relief; inhibition, % at 6.8 µM; 1.1% of 370,000 active; AID 652010;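 active = inhibition above the mean over all tested compounds plus 3 SD, cut at about 3.6% in these data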;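 note: 0% = DAX-1 cells with DMSO and 100% = cells lacking DAX-1 with DMSO; higher inhibition means more luminescence from relief of DAX-1 repression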
# NPR2 activator – GC-B (human) receptor activation | activation, % at 10 µM | 0.11% of 370,000 active | HEK293-GC-B cells, CNP EC30, cGMP TR-FRET; 0% at EC30 CNP, 100% saturating CNP | P20594;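 active = activation at 10 µM reaching about 35% in either raw or pattern-adjusted values, limit read from the data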
# FXN GAA850 act – frataxin GAA850 promoter activation; HEK293 lucGAA850 FXN promoter luciferase reporter, 24 h; percent of 10 µM SAHA response; activation, % at 6 µM; 0.56% of 360,000 active;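 active = activation above the average of all compounds screened plus 3 SD, cutoff fixed separately per campaign, cut at about 7.5% in these data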;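 note: 0% = DMSO wells and 100% = 10 µM SAHA wells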
# hgDAF12 agonist – agonists of H. glycines DAF-12 nuclear receptor; HEK293 GAL4-hgDAF12 UAS-luciferase reporter, agonist luminescence; normalized to butyrate control; activation, % at 6.8 µM; 1.8% of 370,000 active; AID 687014;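 active = activation above a cutoff set at the mean of all screened compounds plus 3 SD, cut at about 10% in these data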;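 note: 0% = DMSO wells and 100% = sodium butyrate wells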
# hcDAF-12 act – H. contortus DAF-12 activation, primary screen | AID 652067 | activation, % at 6.8 µM | HEK293 hcDAF-12 lit1-tk-luc reporter, luminescence; 0% DMSO, 100% Δ7-dafachronic acid | 1.4% of 370,000 active;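 active = activation above the mean of all tested compounds plus 3 SD, cut at about 5.5% in these data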;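 note: 100% = response to 3 µM Δ7-dafachronic acid high control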
# ADAM10 inh – ADAM10 inhibition, QFRET primary screen. AID 720582. recombinant ADAM10, EDANS/DABCYL FRET peptide cleavage, 3 h. 0.62% of 370,000 active. O14672. inhibition, % at 7 µM;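 active = inhibition above a per-campaign cutoff equal to the mean of compounds falling between control-based bounds plus 3 SD, cut at about 20% in these data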;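 note: 0% = DMSO wells while the 100% control is not disclosed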
# ssDAF-12 act – activators of S. stercoralis DAF-12 nuclear receptor | 1% of 370,000 active | HEK293 ssDAF-12/GRIP1 lit1-tk-luc reporter, luminescence; % of 3 µM dafachronic acid response | activation, % at 6.8 µM;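 active = activation above the mean over all tested compounds plus 3 SD, cut at about 0.9% in these data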;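 note: 0% = DMSO-only wells and 100% = 3 µM delta7-dafachronic acid wells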
# HGIII-sPLA2 inh – Blocks human group III sPLA2 activity | Q9NZ20 | QFRET BODIPY PC-A2 liposome hydrolysis, fluorescence | inhibition, % at 12.2 µM | 0.56% of 370,000 active | AID 743126;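 active = inhibition above mean plus 3 SD of compounds lying within the high and low control bounds, cut at about 19% in these data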;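 note: 0% = median of test compound wells and 100% = no enzyme DMSO wells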
# Target sequence (Q9NZ20 whole entry, looked up): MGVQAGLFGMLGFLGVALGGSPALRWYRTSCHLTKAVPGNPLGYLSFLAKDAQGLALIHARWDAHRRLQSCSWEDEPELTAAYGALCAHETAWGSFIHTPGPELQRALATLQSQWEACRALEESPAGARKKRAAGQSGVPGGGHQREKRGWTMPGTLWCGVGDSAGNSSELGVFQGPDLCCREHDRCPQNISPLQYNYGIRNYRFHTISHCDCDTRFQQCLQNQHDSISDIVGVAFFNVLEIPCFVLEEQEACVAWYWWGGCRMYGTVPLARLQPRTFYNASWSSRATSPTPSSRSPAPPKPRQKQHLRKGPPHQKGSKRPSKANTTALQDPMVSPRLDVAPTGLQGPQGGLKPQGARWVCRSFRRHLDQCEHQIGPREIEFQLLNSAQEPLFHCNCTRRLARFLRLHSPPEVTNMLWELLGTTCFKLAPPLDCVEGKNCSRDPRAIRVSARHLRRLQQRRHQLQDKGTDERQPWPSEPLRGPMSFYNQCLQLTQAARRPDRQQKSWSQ
# SMARCA2 act – increases SMARCA2 function in MMTV reporter cells; MG213 cells, MMTV-luciferase reporter, dexamethasone, overnight; activation, % at 9.1 µM; 1% of 370,000 active; in the data active = activation above about 7.8%;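 note: 0% = vehicle wells and 100% = reference activator wells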
# An asterisk follows results filed as active; i = inactive; / = no result given. An unsorted share of the library. About 6.6% of those tested had a hit in this group.
nr	mol	NPR1 activator	DAX1 inh-1	DAX1 inh-2	NPR2 activator	FXN GAA850 act	hgDAF12 agonist
1	O=c1oc2ccccc2c(N2CCC(c3ccccc3)CC2)c1[N+](=O)[O-]	3.9	-1.0	-0.3	1.9	1.4	0.2
2	CN(C)CC1CCC/C(=C\c2ccc(OC(=O)/C=C/c3ccccc3)cc2)C1=O (stereo unspecified)	4.8	1.4	2.0	-0.7	2.1	1.4
3	COc1ccc(CCNC(=O)CCCc2ccccc2)cc1OC	1.4	0.2	0.2	-5.6	1.2	-1.5
4	CCc1cc(=O)oc2c(C)c(OCC(=O)N3CCCc4ccccc43)ccc12	-2.4	-0.8	-0.7	-14.0	1.8	0.4
5	c1ccc(-c2ccccc2OCCOCCN2CCCCC2)cc1	-6.5	1.1	0.7	-6.9	-2.1	1.5
6	COc1cc(/C=N/NC(=O)c2nonc2N)cc(OC)c1OC	-1.8	0.1	1.1	0.5	0.6	4.3
7	Cc1cc(Cl)ccc1OCC(=O)N/N=C1\CC2C=CCC12 (stereo unspecified)	2.6	0.7	0.0	1.8	2.1	-1.7
8	CCCCn1c(N)c(N(CC(C)C)C(=O)c2cccc(S(=O)(=O)N3CCCCC3)c2)c(=O)[nH]c1=O	-1.5	1.2	-0.3	-2.1	1.6	0.4
9	COc1ccc(CCNC(=O)Cn2ncc3c2-c2cc(C)ccc2OC3)cc1	-10.2	/	-1.5	-0.7	/	-2.9
10	Cc1cc(C(=O)NCC(=O)OCC(=O)Nc2ccc(OC(F)F)cc2)ccc1[N+](=O)[O-]	1.5	-0.9	-0.1	-1.0	2.0	0.3
11	CCOc1ccccc1Nc1nnc(SCC(=O)Nc2ccc3[nH]c(=O)[nH]c3c2)s1	2.2	-0.7	0.2	4.8	1.0	-0.2
12	O=c1c2ccccc2oc2cc(NCCCn3ccnc3)ccc12	7.5	1.3	3.7*	-4.9	5.2	13.9*
13	O=C(Nc1nnc(SCc2ccc(Cl)cc2)s1)c1ccco1	0.9	-0.4	0.0	3.5	0.9	4.2
14	Cc1nc(CN(C)C(=O)CC2C(=O)NCCN2Cc2ccc(-c3ccccc3)cc2)cs1 (stereo unspecified)	3.5	0.6	1.0	-0.2	1.8	0.7
15	Cc1cc(C(=O)N2CCCC2C(=O)O)c(C)o1 (stereo unspecified)	3.0	1.6	0.6	0.2	-1.7	3.0

nr	hcDAF-12 act	ADAM10 inh	ssDAF-12 act	HGIII-sPLA2 inh	SMARCA2 act
1	-0.2	4.7	-2.2	4.6	-0.7
2	-0.3	-7.0	-1.0	-2.5	1.5
3	-1.1	4.7	-1.5	3.7	0.6
4	0.5	-9.1	-0.7	3.5	3.7
5	0.7	-6.5	-1.6	-8.1	0.4
6	-1.1	-0.1	-1.9	-1.6	-1.3
7	-0.8	-6.6	-1.1	6.0	-1.4
8	-1.3	3.0	-0.9	5.3	-3.4
9	-1.6	1.0	-1.6	-7.8	-3.7
10	-0.3	4.0	-0.5	-4.2	-3.6
11	0.4	-12.9	-1.5	5.3	-2.8
12	7.2*	i	1.2*	-12.3	7.0
13	6.9*	-2.2	0.9	-7.8	-0.9
14	0.3	-21.0	-1.1	-2.7	-3.0
15	0.1	-8.0	-1.3	1.2	2.1

# Next section; it opens with the 4 that closed the last part.
nr	mol	NPR1 activator	DAX1 inh-1	DAX1 inh-2	NPR2 activator	FXN GAA850 act	hgDAF12 agonist
12	O=c1c2ccccc2oc2cc(NCCCn3ccnc3)ccc12	7.5	1.3	3.7*	-4.9	5.2	13.9*
13	O=C(Nc1nnc(SCc2ccc(Cl)cc2)s1)c1ccco1	0.9	-0.4	0.0	3.5	0.9	4.2
14	Cc1nc(CN(C)C(=O)CC2C(=O)NCCN2Cc2ccc(-c3ccccc3)cc2)cs1 (stereo unspecified)	3.5	0.6	1.0	-0.2	1.8	0.7
15	Cc1cc(C(=O)N2CCCC2C(=O)O)c(C)o1 (stereo unspecified)	3.0	1.6	0.6	0.2	-1.7	3.0
16	O=[N+]([O-])c1ccc(Cl)c(/C=N/Nc2nc(N3CCOCC3)nc(N3CCOCC3)n2)c1	-0.5	-1.1	0.2	3.6	-1.7	0.3
17	CC(NC(=O)CN(C)Cc1cccc(F)c1)c1ccccc1 (stereo unspecified)	-0.6	-1.0	-0.4	-0.4	-1.2	-3.0
18	O=C(O)c1cccc(Nc2ccncc2[N+](=O)[O-])c1	3.4	1.4	-0.3	-7.4	1.3	-2.6
19	O=C(CN(CC1CCCO1)C(=O)CNS(=O)(=O)c1ccc(F)cc1)NCC1CCCO1 (stereo unspecified)	2.2	0.6	0.2	2.6	-0.6	1.9
20	CCOC(=O)c1[nH]c2ccccc2c1N=CN(CC)CC	4.5	-1.2	0.0	1.5	0.9	0.9
21	CN(CCOC(=O)c1cccc(Br)c1)C(C)(C)C	-0.9	-0.1	-0.2	3.2	-2.3	0.5
22	CCOc1ccc(N/C(N)=N/c2nc(CSc3nnnn3-c3ccccc3)cc(=O)[nH]2)cc1	6.7	0.0	0.5	14.8	2.7	-0.1
23	COc1ccc(/C=C2\SC(=O)N(CC(=O)NNC(=O)c3ccccc3O)C2=O)cc1	-7.8	3.7	0.1	-5.1	1.4	3.0
24	COc1ncnc2c1oc1nc(C)c3c(c12)CC(C)(C)OC3	-4.8	/	0.7	-4.4	-0.5	-0.5
25	O=C(NC(=S)NCCN1CCOCC1)c1ccc(Cl)cc1	1.3	0.7	0.4	2.2	2.6	6.1
26	O=C(O)c1ccc(S(=O)(=O)c2ccccc2C(=O)O)c([N+](=O)[O-])c1	-3.5	0.3	0.3	-3.9	-1.2	4.4
27	Cc1ccc(S(=O)(=O)Nc2ccccc2C=NNC(=O)c2ccncc2)cc1	-2.6	-0.2	-0.6	-3.4	-0.8	-4.6
28	Cc1ccc(-n2cc(CN3CCNC(=O)CC3)c(-c3ccc(F)cc3)n2)cc1	-0.7	0.4	-0.4	-2.5	-0.6	4.4
29	O=C(Nc1ccncc1)C1CCN(S(=O)(=O)c2c(Cl)cccc2Cl)CC1	-2.4	0.0	-3.4	-9.1	0.9	-5.3
30	COc1cccc(C(CNc2ccc(S(=O)(=O)N3CCN(C)CC3)cc2[N+](=O)[O-])N(C)C)c1 (stereo unspecified)	0.7	-0.4	-0.7	0.7	-4.4	1.8

nr	hcDAF-12 act	ADAM10 inh	ssDAF-12 act	HGIII-sPLA2 inh	SMARCA2 act
12	7.2*	i	1.2*	-12.3	7.0
13	6.9*	-2.2	0.9	-7.8	-0.9
14	0.3	-21.0	-1.1	-2.7	-3.0
15	0.1	-8.0	-1.3	1.2	2.1
16	-0.7	2.5	-0.5	-0.7	-1.6
17	-1.4	-0.6	-1.0	-0.6	-1.2
18	-0.9	-3.6	-0.8	4.1	-2.7
19	-2.4	-2.1	-0.8	0.7	-1.2
20	4.2	-11.1	-0.1	8.1	-1.9
21	-1.9	-1.8	-0.8	3.4	0.5
22	-0.4	-2.9	-1.4	0.5	1.4
23	-1.3	-0.9	0.7	11.4	-1.0
24	-1.9	2.1	-1.5	17.7	-6.8
25	-1.0	10.0	-1.3	7.1	3.7
26	-1.5	-1.2	-0.3	5.3	0.1
27	-1.4	-9.3	-1.3	9.3	-7.4
28	-0.8	6.6	-0.8	-11.9	-1.3
29	-1.3	-8.3	-1.6	1.2	-1.7
30	-0.1	-3.2	-0.8	-9.8	2.3

# Next part:
nr	mol	NPR1 activator	DAX1 inh-1	DAX1 inh-2	NPR2 activator	FXN GAA850 act	hgDAF12 agonist
31	CC(C)C(=O)Nc1ccccc1-c1nc2ccccc2[nH]c1=O	-0.9	0.8	-0.2	6.7	1.1	1.4
32	O=[N+]([O-])c1ccccc1CN1CCN(c2ncccn2)CC1	-0.6	-2.7	0.0	-0.9	-0.6	-0.7
33	COc1ccc2[nH]cc(CCNC(=S)NC3CCCC3)c2c1	-0.4	-0.5	-0.2	2.4	-0.1	-0.3
34	Cc1ccc(-c2noc(CSc3ccccc3)n2)cc1	-3.6	-0.1	3.9*	0.6	4.3	12.4*
35	CCCN(CC(=O)Nc1ccccc1OC)C(=O)C1=COCCO1	-1.6	0.3	2.9	2.4	-1.9	2.5
36	N#Cc1c(-c2ccc(C(F)(F)F)cc2)cc(-c2ccccc2)[nH]c1=S	-3.3	-0.1	-0.4	-1.3	1.9	-0.2
37	Nc1ccc(NC(=O)NC2CCCCC2)cc1[N+](=O)[O-]	-4.9	1.2	3.1	0.1	2.7	7.9
38	O=C(O)CNS(=O)(=O)c1ccc2c(c1)Cc1cc(S(=O)(=O)NCC(=O)O)ccc1-2	-2.0	0.3	0.6	-3.6	1.3	-1.6
39	CC[C@H](CCCc1ccc(OC)cc1)CCC(=O)N(c1ccccc1)c1ccccc1	-4.9	/	-0.7	-0.5	/	-1.9
40	CC(C)Cn1c(N)c(C(=O)COC(=O)C2CCCCC2)c(=O)n(C)c1=O	6.0	-1.2	-1.0	0.3	0.6	-2.5
41	O=C(CCNC(=O)c1ccc(Br)cc1)Nc1ncccc1O	3.8	0.1	0.0	-2.1	-1.7	1.5
42	Cc1nn(C(C)(C)C)c(OC(=O)C2CCCC2)c1S(=O)(=O)c1ccccc1	-3.1	-0.6	0.2	-3.6	0.0	-2.5
43	CCCCC1=CC2=CC(=O)C(C)(OC(=O)CC)C(=O)C2=CN1CCc1ccccn1 (stereo unspecified)	5.5	-1.1	-0.3	2.7	1.5	-0.9
44	CC(C)OC(=O)c1cc(C(=O)c2cc(F)ccc2O)coc1=N	2.3	2.1	-0.1	-12.5	0.8	-0.7

nr	hcDAF-12 act	ADAM10 inh	ssDAF-12 act	HGIII-sPLA2 inh	SMARCA2 act
31	-1.7	-10.3	-0.6	-3.4	-1.4
32	-1.3	10.9	-1.5	0.6	-0.6
33	-1.6	3.7	-1.5	8.1	-0.1
34	3.5	-4.5	0.1	-4.9	9.3*
35	1.2	-5.8	-0.4	6.5	0.5
36	-0.5	-15.6	0.1	4.7	-3.5
37	0.5	-4.2	-1.2	11.1	0.1
38	-0.6	2.3	0.1	5.4	-1.3
39	-1.7	3.5	-1.8	-5.5	-4.0
40	-1.6	-0.2	-1.3	-2.5	-5.1
41	1.1	-1.8	-0.6	-3.8	-1.6
42	-1.4	5.0	-1.3	0.9	-0.2
43	-0.3	-114.7	-0.3	-5.5	-1.4
44	-0.5	-122.9	-1.2	-17.9	3.4
